# Source: PubChem BioAssay (Broad Institute)
# RAD52 inh: RAD52 DNA annealing inhibitors, primary screen, biochemical, FRET, single point, set 2. inhibition, % at 18.7 µM. AID 651710, 2012. 360,000 tested, 0.46% active. DNA repair protein RAD52 homolog (Homo sapiens), P43351. recombinant RAD52 DNA annealing, FRET fluorescence;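 active means every replicate showing at least 50% inhibition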
# Target sequence (P43351 whole entry, looked up): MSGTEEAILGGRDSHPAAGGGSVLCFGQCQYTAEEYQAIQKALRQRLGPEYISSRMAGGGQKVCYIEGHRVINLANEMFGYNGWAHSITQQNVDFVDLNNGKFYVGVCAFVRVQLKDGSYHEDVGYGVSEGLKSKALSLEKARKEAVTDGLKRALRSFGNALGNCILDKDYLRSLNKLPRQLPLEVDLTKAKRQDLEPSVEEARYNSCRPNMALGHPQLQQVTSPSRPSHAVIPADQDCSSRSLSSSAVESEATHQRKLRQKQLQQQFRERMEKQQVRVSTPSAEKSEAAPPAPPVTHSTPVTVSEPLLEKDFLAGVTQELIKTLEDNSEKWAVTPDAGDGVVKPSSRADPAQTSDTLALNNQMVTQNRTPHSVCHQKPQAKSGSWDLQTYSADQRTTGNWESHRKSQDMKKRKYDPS
# XiGFP reactiv: activators of inactive X chromosome reactivation, primary screen, imaging, XiGFP fibroblasts, GFP high-content imaging, set 2 | XiGFP mouse fibroblasts, % GFP-positive cells imaging, 3 d; cells co-treated with 5-aza-dC sensitizer; scaled so ellipticine positive control = 100% | activation, % at 7.58 µM | 360,000 tested, 0.055% active;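 active means mean normalized replicate activation at least 10% and every replicate at or above 10%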;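 further: 0% = median of on-plate neutral control wells and 100% = ellipticine 6 µM median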
#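 System: 68-5-11 XiGFP fibroblast line | Buffer or medium: DMEM containing 5-aza-dC | Compound: Single point | Times: Compounds 3 days, fix/stain 15 min at room temperature | Benchmarks: Positive control ellipticine, 6 µM final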
# EWS-Fli block: EWS/Fli-driven NR0B1 reporter inhibitors, primary screen, A673 cells, NR0B1 luciferase, luminescence, MLPCN library; viability-normalised; inhibition, % at 12.6 µM; 350,000 tested, 0.67% active;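 active means mean inhibition of at least 50% after viability correction, with every replicate also passing that limit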;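 further: firefly luciferase signal divided by Alamar Blue viability fluorescence both relative to DMSO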
# S100A4 inh HTS: inhibitors of S100A4-myosin IIA peptide binding, primary screen, biochemical, fluorescence polarization, TAMRA-MyoIIA peptide | Protein S100-A4 (Homo sapiens), P26447 | inhibition, % at 10.7 µM | 360,000 tested, 0.14% active;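 active means mean inhibition of at least 70% across replicates, with every replicate also reaching that level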
#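 Material: human S100A4 monomer with TAMRA-labelled myosin IIA peptide; buffer or medium: HEPES pH 7.2 with CaCl2, KCl, NaCl, DTT, Triton; compound dosing: one concentration per compound; schedule: 5 min incubation before reading; benchmarks: neutral control DMSO, positive control TFP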
# esBAF inh: Bmi1 luciferase reporter increase in mESCs, primary screen, esBAF inhibitor project, mouse ES cells, Bmi1 luciferase knock-in, single point | 24 h; 100% = twice the neutral-well signal | 350,000 tested, 2% active | reporter increase, % at 12.5 µM; in the data active means activation above about 40%;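 further: 0% = median of the plate's neutral control wells and 100% = double that signal; a rise in the Bmi1 reporter signal indicates esBAF inhibition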
# E-sel inducer: E-selectin induction in HUVECs, primary screen, imaging, HUVEC, immunofluorescence imaging, single point; normalized: neutral wells 0, TNF-alpha wells 100; AID 686992, 2013; activation, % at 7.58 µM; 260,000 tested, 0.37% active;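 active means mean E-selectin-positive cell signal at least 10% of the positive control, reached in at least 60% of replicates, without over 20% cell loss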;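 further: in these data hits start at about 27%; measured in HUVEC primary endothelial cells; signal is the percent of cells scored E-selectin positive by PE staining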
# Target sequence (P16581 whole entry, looked up): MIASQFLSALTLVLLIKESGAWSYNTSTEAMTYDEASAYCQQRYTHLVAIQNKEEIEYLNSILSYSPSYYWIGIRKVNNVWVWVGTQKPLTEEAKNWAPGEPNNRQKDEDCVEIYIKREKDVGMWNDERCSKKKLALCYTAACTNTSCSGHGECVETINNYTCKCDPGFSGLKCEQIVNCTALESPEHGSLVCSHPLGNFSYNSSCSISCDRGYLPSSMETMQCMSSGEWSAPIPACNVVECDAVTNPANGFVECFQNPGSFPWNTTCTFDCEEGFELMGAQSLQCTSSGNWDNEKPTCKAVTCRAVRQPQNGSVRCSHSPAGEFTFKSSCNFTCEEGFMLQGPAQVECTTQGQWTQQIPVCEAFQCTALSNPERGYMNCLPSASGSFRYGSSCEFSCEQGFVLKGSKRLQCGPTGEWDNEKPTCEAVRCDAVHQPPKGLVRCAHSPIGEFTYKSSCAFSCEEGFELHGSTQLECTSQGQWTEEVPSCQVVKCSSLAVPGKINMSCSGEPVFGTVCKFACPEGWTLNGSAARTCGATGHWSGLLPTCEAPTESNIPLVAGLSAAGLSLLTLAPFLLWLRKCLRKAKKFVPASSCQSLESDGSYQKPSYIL
#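 Test system – human umbilical vein endothelial cells (HUVEC), E-selectin induction · Input – 3,000 HUVEC seeded per well · Buffer or medium – EGM-2, gelatin · Compound dosing – single-point compound dose · Detection – immunofluorescence imaging · Measure – percent E-selectin-positive cells · Controls – TNF-alpha high, DMSO low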
# FN deposition inh: inhibitors of fibronectin matrix deposition, primary screen, AH1F cells, Alexa488-fibronectin fluorescence, plate reader | AH1F fibroblasts, overnight | inhibition, % at 12.6 µM | 350,000 tested, 0.086% active | AID 743247, 2014;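 active means mean inhibition across replicates of 30% or more, regardless of how many single replicates reach that level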;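 further: positive control wells lacked labelled fibronectin entirely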
#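 material = AH1F fibroblast monolayer depositing Alexa488-labelled fibronectin into matrix | amount = 10000 AH1F cells/well | buffer or medium = DMEM plus 2% serum, read in PBS | incubation = 1 h cell adhesion before compound, then overnight fibronectin incubation | detection = fluorescence at 485 nm excitation, 525 nm emission | evaluation = percent inhibition as loss of matrix-bound fibronectin fluorescence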
# RAD54 inh: inhibitors of human RAD54 branch migration, primary screen, biochemical, fluorescence, single point. 360,000 tested, 0.14% active. inhibition, % at 10.4 µM. RAD54 Holliday junction branch migration, FAM/BHQ fluorescence;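 active means mean normalized replicate activity at least 40 and at least half of replicates scoring 40 or more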;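 further: 0% = median of neutral control wells and 100% = median of positive control wells; inhibitors cause a drop in the FAM fluorescence signal; in these data hits start at about 50%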
# * hit, by the source's call; / = not tested or not shown; & = joins results of further samples.
# Results follow in this order: XiGFP reactiv	EWS-Fli block	esBAF inh	RAD54 inh	FN deposition inh	S100A4 inh HTS	RAD52 inh	E-sel inducer
C[C@@H]1CN([C@H](C)CO)S(=O)(=O)c2ccc(-c3ccc(C(=O)N(C)C)cc3)cc2O[C@@H]1CN(C)C(=O)C1CCC1
  -0.7	28	2	-1	-14	-8	-6	-0.7
C[C@H]1CN([C@@H](C)CO)C(=O)c2cccc(NC(=O)c3ccc(-c4nccs4)cc3)c2O[C@@H]1CN(C)Cc1ccc(-c2ccccc2)cc1
  -0.4	5	-1	7	/	3	0	-0.1
Cc1noc(C)c1S(=O)(=O)Nc1ccc2c(c1)C(=O)N([C@H](C)CO)C[C@@H](C)[C@H](CN(C)S(=O)(=O)c1cccs1)OCCCC[C@H](C)O2
  0.3	2	-3	-19	-8	/	/	/
CCOC(=O)c1nn(-c2ccc(F)cc2)c(=O)cc1OCC(=O)Nc1ccc(F)c(F)c1
  0.6	8	3	10	3	-6	1	-0.8
Cc1noc(C)c1NC(=O)Nc1ccc2c(c1)C(=O)N([C@H](C)CO)C[C@@H](C)[C@H](CN(C)S(=O)(=O)c1ccccc1)O2
  0.8	-3	-3	/	/	/	/	-0.2
O=C(C(=O)N1CCN(CCN2CCOCC2)CC1)c1ccccc1
  -0.1	-4	/	/	5	1	-7	-0.2
CCOc1ccc(/C=N/NC(=O)CC(=O)Nc2ccc(Cl)c(Cl)c2)cc1
  0.1	9	/	0	4	4	-5	0.7
Cc1ccc(-c2ccc([C@@H]3[C@@H](CO)N4CCCCN(C(=O)c5ccncc5)C[C@H]34)cc2)cc1
  0.2	/	/	-6	/	0	-4	0.2
CCC1=C2CC[C@H]3C(=O)N(c4ccccc4)C(=O)[C@H]3[C@H]2[C@@]2(C)C(=NCC3CC3)OC(=O)N2C1=O
  0.1	2	1	1	-4	0	-17	-0.1
CCc1ccc(CNC(=O)CCn2nc(C)c3c(C)n(-c4ccccc4)nc3c2=O)cc1
  0.0	/	-1	4	0	-4	-6	0.4
C[C@H](CO)N1C[C@H](C)[C@H](CN(C)C(=O)Cc2ccccn2)Oc2ncc(-c3cccc(C(=O)N(C)C)c3)cc2C1=O
  0.0	4	-1	0	-1	-10	1	-0.1
C[C@H](CO)N1C[C@H](C)[C@@H](CN(C)C)Oc2cc(Br)ccc2S1(=O)=O
  -0.4	-2	-3	1	-13	2	-4	0.1
O=C(NCC1CC1)[C@@H]1[C@@H](CO)[C@@H]2Cn3c(ccc(-c4ccc(F)cc4)c3=O)[C@H]1N2
  -0.1	12	0	-4	/	-2	-5	-0.1
Cc1ccccc1N1C(=O)C(Oc2ccc(Cl)cc2)C1CNCC1CCCO1 (configuration not stated)
  0.0	7	/	/	3	-2	2	/
CCc1cccc2c(C(=S)N3CCOCC3)c[nH]c12
  0.1	9	/	/	2	0	-1	-6.6
Cc1ccc(NS(=O)(=O)c2ccc(NC(=O)CN(c3cc([N+](=O)[O-])ccc3C)S(C)(=O)=O)cc2)c(C)c1
  0.1	-2	/	5	1	-6	-25	0.2
CCCCC[C@@H]1C=C(C(=O)O)[C@H](c2ccc3c(c2)OCO3)N1S(=O)(=O)c1ccc(C)cc1
  0.2	2	6	-1	0	-1	-15	/
CCN(C[C@H]1N[C@@](CC)(C(=O)OC)[C@H]2C(=O)N(Cc3ccccc3)C(=O)[C@@H]12)C(=O)Nc1ccc(Cl)cc1
  0.0	7	30	6	7	0	-13	1.5
CCCCCn1nnnc1C1c2ccccc2C(=O)N1Cc1ccco1 (configuration not stated)
  0.0	6	/	/	-3	0	-22	3.4
COc1ccc(C(=O)CSc2nc(-c3ccccn3)nc(C)c2Cl)cc1
  0.1	13	/	-13	-2	0	-4	0.1
CN(C)C(=O)[C@H]1[C@H](CO)[C@H]2Cn3c(ccc(-c4ccccc4F)c3=O)[C@@H]1N2C
  0.2	4	4	-5	/	-1	-7	0.0
CCC(=O)N1CC[C@@H]2[C@H]1c1cc(-c3ccccc3)ccc1N(C)[C@@H]2CO
  0.0	3	-3	-1	-2	5	1	-0.2
CCN(CC(=O)NCc1ccc(F)cc1)C(=O)/C=C/c1ccco1
  0.5	-3	/	/	-1	-1	-28	-0.6
C[C@@H]1CN([C@@H](C)CO)C(=O)c2cc(NC(=O)CCC(F)(F)F)ccc2O[C@@H]1CN(C)S(=O)(=O)c1ccc(F)cc1
  0.1	-4	-3	-4	10	3	-18	0.4
COc1ccc(CN2C(=O)C(CC(C)C)Nc3ncnc(N4CCN(c5ccccc5)CC4)c32)cc1 (configuration not stated)
  -0.1&0.0	6&3	-6&1	-2&-3	-15&-8	3&-8	-41&-26	0.1&0.1
C/C=C/c1ccc([C@@H]2[C@H](CO)N(Cc3cncnc3)C23CN(C(C)=O)C3)cc1
  0.1	0	/	/	/	1	3	0.0
COc1ccc(S(=O)(=O)N(C)C[C@H]2OCCCC[C@H](C)Oc3ccc(NC(=O)Nc4ccc5c(c4)OCO5)cc3C(=O)N([C@@H](C)CO)C[C@@H]2C)cc1
  0.1	13	-4	-19	/	-22	39	0.1
CO[C@H]1CN(C)C(=O)c2cc(NC(=O)C3CCOCC3)ccc2OC[C@H](C)N(C(=O)c2ccccc2)C[C@@H]1C
  0.4	11	3	/	-17	/	/	0.0
CCCNC(=O)C1(C)CCCN(Cc2cccn2C)C1 (configuration not stated)
  0.4	6	-5	-7	2	-3	-18	0.1
CCCNC(=O)Nc1ccc2c(c1)C(=O)N(C)C[C@H](OC)[C@@H](C)CN(CC1CCCC1)[C@@H](C)CO2
  0.1	-5	1	/	2	/	/	-0.2

# Pulled one by one from the list above:
# Results follow in this order: XiGFP reactiv	EWS-Fli block	esBAF inh	RAD54 inh	FN deposition inh	S100A4 inh HTS	RAD52 inh	E-sel inducer
CN(C)C(=O)[C@H]1[C@H](CO)[C@H]2Cn3c(ccc(-c4ccccc4F)c3=O)[C@@H]1N2C
  0.2	4	4	-5	/	-1	-7	0.0
CO[C@H]1CN(C)C(=O)c2cc(NC(=O)C3CCOCC3)ccc2OC[C@H](C)N(C(=O)c2ccccc2)C[C@@H]1C
  0.4	11	3	/	-17	/	/	0.0
CCN(CC(=O)NCc1ccc(F)cc1)C(=O)/C=C/c1ccco1
  0.5	-3	/	/	-1	-1	-28	-0.6
CCC(=O)N1CC[C@@H]2[C@H]1c1cc(-c3ccccc3)ccc1N(C)[C@@H]2CO
  0.0	3	-3	-1	-2	5	1	-0.2
COc1ccc(S(=O)(=O)N(C)C[C@H]2OCCCC[C@H](C)Oc3ccc(NC(=O)Nc4ccc5c(c4)OCO5)cc3C(=O)N([C@@H](C)CO)C[C@@H]2C)cc1
  0.1	13	-4	-19	/	-22	39	0.1
CCCNC(=O)Nc1ccc2c(c1)C(=O)N(C)C[C@H](OC)[C@@H](C)CN(CC1CCCC1)[C@@H](C)CO2
  0.1	-5	1	/	2	/	/	-0.2

# (continued)
# Results follow in this order: XiGFP reactiv	EWS-Fli block	esBAF inh	RAD54 inh	FN deposition inh	S100A4 inh HTS	RAD52 inh	E-sel inducer
c1ccc(CCNc2nc(-c3ccncc3)cs2)cc1
  0.0	-42	39	2	-3	-4	-16	0.0
COc1cc(C=O)ccc1OS(=O)(=O)c1ccccc1[N+](=O)[O-]
  0.0	-28	/	/	-3	2	-12	-0.1
CCN(CC)S(=O)(=O)c1cc(C(=O)NCCN2CCOCC2)ccc1Cl
  0.0	-4	-1	-10	0	-2	-18	4.2
CCCNC(=O)Nc1ccc2c(c1)OC[C@H](C)N(CC1CCCC1)C[C@H](C)[C@@H](OC)CN(C)C2=O
  -0.1	-4	/	/	-8	-2	12	0.4
Cc1ccccc1OCC(=O)Nc1c2c(nn1C(C)(C)C)CS(=O)(=O)C2
  0.0	/	1	-7	6	-1	-15	0.1
C[C@@H]1CCCCO[C@@H](CN(C)C(=O)Cc2ccccc2)[C@H](C)CN([C@@H](C)CO)C(=O)c2cc(NS(=O)(=O)c3ccccc3)ccc2O1
  0.0	-8	15	-9	-7	15	2	-0.4
COc1ccccc1CNC(=O)C[C@@H]1C[C@@H]2c3cc(NC(=O)c4cccnc4)ccc3O[C@@H]2[C@@H](CO)O1
  0.0	9	-2	-4	/	-11	-4	-0.5
CCc1ccccc1NC(=S)Nn1cnnc1
  0.0	/	3	-6	-2	-2	-9	-0.1
COc1ccc(NC(=O)Cn2c(=O)oc3cc(S(=O)(=O)N4CCCC4)ccc32)cc1
  -0.1	2	1	-5	1	2	3	0.2
COc1ccc(NC(=O)N(C)C[C@H]2Oc3ccc(NC(=O)CCCCCC(=O)Nc4ccccc4N)cc3C(=O)N([C@H](C)CO)C[C@@H]2C)cc1
  0.1	36	/	/	/	10	1	/
CN(C)/C=C/C(=O)c1ccccc1OCc1cnc(Cl)s1
  -0.1	-12	/	/	-4	-3	-182	0.0
CNS(=O)(=O)c1cccc(C(=O)NNC(=O)c2ccc(COc3ccccc3)cc2)c1
  0.2	-2	6	0	-2	3	-8	/
CC1(C(=O)NS(=O)(=O)c2ccc3c(c2)CCO3)CCN1C(=O)Cc1ccc(-c2ccccc2)cc1 (configuration not stated)
  0.1	2	-5	6	-1	2	-17	-0.3
Cn1c(SC(C(=O)Nc2ccc(F)cc2)c2ccccc2)nc2ccccc21 (configuration not stated)
  0.1	13	-8	-7	7	8	-9	-0.1
Cc1ccc(S(=O)(=O)N[C@@H]2C=C[C@H](CC(=O)NCCN3CCCCC3)O[C@@H]2CO)cc1
  0.1	1	12	2	/	18	11	0.1
CC(=O)c1cccc(CN2CCCC(C(=O)c3ccc4c(c3)OCO4)C2)c1 (configuration not stated)
  0.0	-7	/	/	/	7	-4	/
COC(=O)/C=C/C(=O)Nc1ccc(O)c(Cl)c1
  0.1	2	/	/	-1	-2	10	/
CC(C)NC(=O)N(C)C[C@@H]1OCCCC[C@@H](C)Oc2ccc(NS(C)(=O)=O)cc2C(=O)N([C@H](C)CO)C[C@H]1C
  -0.2	-12	-1	-10	/	5	8	-0.3
C[C@H](CO)N1C[C@H](C)[C@@H](CN(C)Cc2ccccn2)Oc2ncc(-c3cccc(F)c3)cc2C1=O
  -0.3	7	1	-3	/	-5	-8	0.2
Nc1nc(SCc2cccc(Br)c2)n[nH]1
  0.0	-14	16	0	4	0	-8	2.1
CN(Cc1ccc(C(F)(F)F)cc1)C(=O)[C@H]1O[C@@H](n2ccc(=O)[nH]c2=O)[C@H](O)[C@@H]1O
  /	-3	1	-5	2	-10	-14	1.7
